TTR transcr act = TTR transcription activators in neuroblastoma reporter cells, primary screen, cell-based, luminescence, SH-SY5Y, TTR promoter Gaussia luciferase. hit rate 1.3% among 92,000. 100% = recombinant luciferase protein wells. activation, % at 16.7 µM. AID 1117267, 2014;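 active = activation above the mean of all tested compounds plus 3 SD, cut at about 9.5% in these data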;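 note: cells exposed to compounds for one day before reading; 0% = median of all test compound wells on the plate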
* hit, by the source's call. A portion of the library; count on the stated rates, not on these rows.

SMILES	TTR transcr act
Cc1cc(C(=O)COC(=O)C2=COCCO2)c(C)n1-c1cccc(F)c1	-1.3
O=C(NNS(=O)(=O)c1ccccc1C(F)(F)F)c1cc2ncc(C(F)(F)F)cc2s1	0.7
O=C1NNC(c2ccccc2)=N/C1=C\c1ccccc1	0.4
CC(Sc1ccc(Cl)cc1)C(=O)NCC(c1ccco1)N1CCCCC1 (configuration not stated)	2.7
O=C(NNc1nc2ccc(F)cc2s1)c1cccc(F)c1	-1.4
C[C@@H]1CCCCO[C@H](CN(C)C(=O)Nc2ccc(F)cc2)[C@@H](C)CN([C@H](C)CO)C(=O)c2cc(NC(=O)c3ccccc3)ccc2O1	-0.8
CC(C)c1ccccc1NC(=S)N(C)C	1.2
Cc1ccc(CSc2nc3ccsc3c(=O)n2Cc2ccccn2)cc1	-0.5
COCCOc1cc(NC(=O)CS(=O)CC(=O)N(C)C)c(Cl)cc1Cl (configuration not stated)	2.1
COc1ccc(C(C(=O)NC(C)(C)C)N(C(=O)CNC(=O)c2cccs2)c2ccc(C)cc2)cc1OC (configuration not stated)	-4.2
COc1ccc(NC(=O)[C@@H]2CC=C[C@@H]3CCN(Cc4ccccc4)C(=O)[C@@H]32)cc1	-4.2
Cn1c(=O)[nH]c(=O)c2c1nc(NCCCO)n2Cc1ccc(F)cc1	5.9
COc1ccc(NC(=O)/C(C#N)=C\c2cc(OC)c(OCc3ccc(C(=O)O)cc3)cc2Br)cc1	0.3
CCn1c(SCC(=O)Nc2nc3c(s2)CCCC3)nnc1-c1ccccc1	1.9
CCC1Sc2ccc(S(=O)(=O)Nc3ccc(OC)c(OC)c3)cc2NC1=O (configuration not stated)	-1.6
CC(=O)c1c(C)nc2ccccc2c1N	0.7
O=C(COc1ncnc2ccccc12)Nc1ccccc1[N+](=O)[O-]	4.0
O=C(NNC(=O)C1CC=CCC1)c1cccc(Br)c1 (configuration not stated)	-0.5
Cn1c(=O)cc(OCC(=O)N2CCN(c3cccc(C(F)(F)F)c3)CC2)c2ccccc21	-2.2
COc1ccccc1COCC(O)CN1CCN(S(=O)(=O)c2cccc(F)c2)CC1 (configuration not stated)	2.6
COc1ccccc1C(=O)COC(=O)COc1cccc2c1OC(C)(C)C2	1.5
COc1ccc(C(=O)NCCCCc2ccccc2)cc1	-2.6
CCc1ccccc1NC(=O)C1CCCN1S(=O)(=O)c1ccc2c(c1)n(C)c(=O)c(=O)n2C (configuration not stated)	18*
Cn1c(=O)c2c(nc(OC3CCCCCC3)n2C)n(C)c1=O	0.8
c1ccc(-c2cnc(-c3ccccn3)nn2)cc1	3.5
Cc1nc(NC(=O)c2cccnc2)ccc1Br	2.5
Cc1ccc2cc(CCNC(=O)c3c(-c4ccccc4Cl)noc3C)c(=O)[nH]c2c1	-0.9
O=c1[nH]c(N/N=C\c2ccc(F)cc2)nc2ccccc12	-2.2
Cc1ccc(C(=O)CN(C(=O)c2ccc(Cl)cc2)N2C(=O)c3ccccc3C2=O)cc1	4.1
CNC(=O)c1ccccc1S(=O)c1ccccc1COC(C)=O (configuration not stated)	0.4
O=C(CC1Sc2ccccc2NC1=O)Nc1cccnc1 (configuration not stated)	1.8
N=C1C(c2nc3ccccc3s2)=C(O)CN1Cc1ccccc1	-1.0
O=c1cc(N2CCCCC2)c(-c2ccccc2)nn1Cc1c(Cl)cccc1Cl	-5.3
CC(C)(C)CN1CCNC(=O)C1CC(=O)NC1Cc2ccccc2C1 (configuration not stated)	-0.4
CN(Cc1ccccc1)S(=O)(=O)c1ccc(OCC(=O)N2CCC(C(N)=O)CC2)cc1	-0.2
NC(=O)c1ccc(NC(=O)COC(=O)c2cc3c(s2)CCC3)cc1	0.9
N#Cc1ccc(Oc2nc(Nc3ccc(F)cc3)nc(N3CCCC3)n2)cc1	1.6
Cc1cccc(N2CCN(C(=O)c3ccc4nc(-c5ccco5)c(-c5ccco5)nc4c3)CC2C)c1 (configuration not stated)	-3.9
CCN(CC)CCNC(=O)c1[nH]c2ccc(OCc3ccccc3)cc2c1C	-2.2
Cc1cc(=O)n2nc(N3CCC(C(=O)NCc4ccco4)CC3)sc2n1	-1.3
CC(C)(C)NC(=O)C(c1ccc(-c2ccccc2)cc1)n1c(=O)c(-c2ccccc2)nc2ccccc21 (configuration not stated)	-1.1
CN(NC(=O)Nc1ccc(Cl)cc1)c1c(Cl)c(Cl)nn1C	1.2
C=CCSc1nc2c(c(=N)n1CC=C)C1CCCC1S2 (configuration not stated)	0.0
O=C(N/N=C/c1c[nH]c2ccccc12)c1ccc2c(c1)OCCO2	-2.3
COc1ccc(Cl)cc1C(=O)NNC(=O)c1ccc(F)c(S(=O)(=O)N2CCOCC2)c1	-0.8

Random excerpt: 5 compounds from above
SMILES	TTR transcr act
C=CCSc1nc2c(c(=N)n1CC=C)C1CCCC1S2 (configuration not stated)	0.0
N=C1C(c2nc3ccccc3s2)=C(O)CN1Cc1ccccc1	-1.0
O=c1cc(N2CCCCC2)c(-c2ccccc2)nn1Cc1c(Cl)cccc1Cl	-5.3
COc1ccc(Cl)cc1C(=O)NNC(=O)c1ccc(F)c(S(=O)(=O)N2CCOCC2)c1	-0.8
CN(NC(=O)Nc1ccc(Cl)cc1)c1c(Cl)c(Cl)nn1C	1.2

Additional results.
SMILES	TTR transcr act
CN(C(=O)c1cccc(NC(=O)Cc2cccc(NC(=O)C3CCN(S(=O)(=O)c4cccc([N+](=O)[O-])c4)CC3)c2)c1)C1CC1	-0.6
COc1ccc(NC(=O)CN(C)CC(=O)NC(=O)NC2CCCCC2)cc1	0.6
COc1ccccc1N1CCN(S(=O)(=O)CCNC(=O)c2cc(=O)c3ccccc3o2)CC1	-1.5
Cn1c(=O)c2c(nc(NC3CCCCC3)n2Cc2ccccc2)n(C)c1=O	3.6
Cc1ccc(S(=O)(=O)CCC(=O)Oc2ccc(-c3nnco3)cc2)cc1	1.8
CCOC(=O)COc1c(OC)cc(Cl)cc1C1NC(=O)NC(C)=C1C(C)=O (configuration not stated)	-1.9
COc1ccc(CN(C(C)=O)c2cc(C)c([N+](=O)[O-])cc2OC)cc1OC	-0.6
COc1ccc(C(=O)Nc2ccccc2NC(=O)c2ccco2)c(OC)c1	-0.6
O=C(c1cccc(Cl)c1)N1CCC2CC1c1cc(N3CCOCC3)ccc12 (configuration not stated)	-0.1
CC(C)NC(=O)C1C(c2ccccc2)=Nc2ccccc2N1C(=O)c1cc(Cl)cc(Cl)c1 (configuration not stated)	0.5
COc1ccc(OCc2cc(C(=O)NCc3cccc(C)n3)no2)c(Cl)c1	3.0
Cc1ccc(NC(=O)CSc2ccccc2NC(=O)c2cccc(Cl)c2)cc1Cl	2.5
O=C1c2c(Cl)c(Cl)c(Cl)c(Cl)c2C(=O)N1c1nccs1	6.2
COc1ccc(OCC(=O)NCCNC(=O)c2cccnc2)cc1	-1.8
O=C1CC(C2CCCO2)C(=O)N1Cc1ccccc1 (configuration not stated)	3.7
C=CCNc1ncnc2c1cnn2-c1cccc(C)c1	1.6
CC1(c2ccccc2)O[C@@H]2C[C@H]3[C@@H]4CCC5=CC(=O)C=C[C@]5(C)[C@@]4(F)[C@@H](O)C[C@]3(C)[C@]2(C(=O)CO)O1 (some centres not stated)	-2.8
CCOC(=O)C1CCCN(Cc2cc(Br)c(OC)cc2OC)C1 (configuration not stated)	2.8
CCc1nnc(NC(=O)Cc2ccc(Br)cc2)s1	0.6
N#Cc1c(-c2ccccc2)cc2nc3ccccc3n2c1N	0.4
COC(=O)[C@]12C[C@H](CC(=O)NCc3ccc(C)o3)C(=O)N(Cc3ccc(Cl)cc3Cl)C1=C[C@H](C(C)C)O[C@@H]2C1CC1	-0.5
COc1ccccc1NC(=O)Nc1ccc2c(c1)nc(C)n2C	-0.1
Cc1ccc(CN2C3=NCCN3c3ccccc32)cc1	1.2
O=C(c1cccs1)N1C[C@H](O)[C@@H](n2cc(-c3ccc(F)cc3)nn2)C[C@@H]1c1ccccc1	-0.9
CCOC(=O)C(NC(=O)c1ccc(F)cc1)(Nc1sc2c(c1C(N)=O)CCC2)C(F)(F)F (configuration not stated)	9.6
COCC(=O)N(C)CC1CCCN(CCc2ccccc2OC)C1 (configuration not stated)	0.3
Cc1ccc2oc(=O)c(/C=C(\O)c3ccccc3)nc2c1	-0.4
O=C(CSc1nnc(-c2ccc([N+](=O)[O-])cc2)o1)Nc1ccccn1	-2.1
Cn1c(CNC(=O)c2ccc3c(c2)OCO3)nnc1SCC(=O)Nc1ccccc1Cl	0.8
O=C(c1cccc([N+](=O)[O-])c1)N1CCN(c2n[nH]c(=O)[nH]c2=O)CC1	-2.6
CCc1cc[n+](C2=C([O-])c3ccccc3C(=O)/C2=N\S(=O)(=O)c2cccs2)cc1	-5.7
C/C(CC(=O)Nc1ccc(Cl)cc1)=N\NC(=O)C(=O)N1CCCCC1	1.3
CCCNC(=O)c1csc(Nc2cccc3ccccc23)n1	0.2
Cc1ccc(-c2nc3ncccc3o2)cc1NC(=S)NC(=O)c1ccco1	2.4
Cc1cccc(C)c1NC(=O)CN(C)CCc1ccccc1	2.3
Nc1[nH]n2c(=O)c3c(nc2c1N=Nc1ccc(Cl)cc1)CCCC3	0.9
O=C(NCC(c1ccco1)N1CCCC1)c1cc2ccccc2s1 (configuration not stated)	-1.0
Cc1ccc2c(c1)/C(=C/c1ccccc1)C(=O)N2	1.0
CN(C)c1ccc(C(=O)OCC(=O)NCC2CCCO2)cc1 (configuration not stated)	-1.2
COc1ccc(C(CCN2CCCC(C)C2)c2c(OC)cc(OC)c3c(-c4ccccc4)cc(=O)oc23)cc1 (configuration not stated)	-6.0
CCOc1ccccc1NC(=O)CCC(=O)Nc1ccccc1OCC	1.7
CC(C)c1ccc(NC(=O)COc2nnc(-c3cccs3)c(-c3cccs3)n2)cc1	-1.7
O=CN1CCC(=O)N(Cc2ccccc2)c2ccccc21	-1.0
CCc1nc2c(C#N)c(-c3ccc(Cl)cc3)ccn2n1	3.5
COc1cccc(C(=O)N2CCn3c2nc2ccccc23)c1	-2.0
Cc1nnc(NC(=O)CC(C)c2ccccc2)s1 (configuration not stated)	-0.3
Cc1cccc(NC(=O)CCN2CCN(C/C=C/c3ccccc3)CC2)c1	3.6
CC(=O)c1c(C)[nH]c(C(=O)CSc2ncnc3sc(-c4ccccc4)cc23)c1C	-2.0
O=C(NCc1cccs1)c1cnc2sccn2c1=O	1.4
CCCc1nc2oc3ccccc3c(=O)c2c(=O)n1-c1ccccc1	1.2
COc1ccc(NC(=O)CSc2nc(N)c(C#N)cc2C#N)cc1	-1.6
CCNC(=S)/N=C(/Nc1ccccc1)Nc1nc(C)cc(C)n1	-0.4
COc1ccc(N2CC(C(=O)Nc3ccc(N4CCOCC4)cc3)CC2=O)cc1 (configuration not stated)	0.3
COc1cccc(-n2nnc3c(=O)n(CC(=O)N4CCCCC4)cnc32)c1	-2.8
CCN1CCCC(NC(=O)c2scc3c2CCCC3)C1 (configuration not stated)	-0.5
C#CCNC(=O)C1=C[C@@H](C2CCCCC2)[C@H](CCCO)[C@@H](OCC)O1	-3.6
Cc1ccccc1C(=O)N/C(=C/c1ccc(-c2cccnc2Cl)o1)C(=O)NCCCN1CCN(C)CC1	6.6
CC1(C)CC(=O)C(C2c3ccccc3Oc3ccccc32)C(=O)C1	3.5
O=C(NCc1ccccc1)c1cccc(COc2cc(Cl)ccc2Cl)c1	-2.4
Cc1cc2n(n1)C(c1sccc1C)Nc1c(C)cccc1-2 (configuration not stated)	0.1

Copied from the entries so far for reference:
SMILES	TTR transcr act
CC1(C)CC(=O)C(C2c3ccccc3Oc3ccccc32)C(=O)C1	3.5
O=C(NCc1ccccc1)c1cccc(COc2cc(Cl)ccc2Cl)c1	-2.4
Cc1cc2n(n1)C(c1sccc1C)Nc1c(C)cccc1-2 (configuration not stated)	0.1

(listing goes on)
SMILES	TTR transcr act
COc1ccc(Cl)c(-c2cc(C(=O)Nc3ccccc3)[nH]n2)c1	3.5
c1ccc2sc(N3CCCCC3)nc2c1	0.1
COc1cc(/C=C/C(=O)OCC(=O)Nc2cc(S(=O)(=O)N(C)C)ccc2Cl)ccc1O	-2.4
C/C(=N/NC(=O)c1ccncc1)c1c[nH]c2ccccc12	-1.0
O=C(Nc1ccc(OCc2ccccc2)cc1)Nc1ccccc1C(=O)NCCCN1CCOCC1	-0.1
N#C/C(=C\c1ccccc1Br)C(=O)NC1CC1	0.8
COc1ccc(C(=O)NC(CCSC)C(=O)NC2CC2)cc1 (configuration not stated)	-0.1
COc1ccc(/C=C/C(=O)Oc2ccc(C)c(C)c2)cc1OC	-1.8
COc1cccc(C(=O)NNC(=O)c2ccccc2)c1	0.5
O=C(Cn1nnc2ccccc2c1=O)Nc1ccc2c(c1)CCC2	-0.5
Cc1ccccc1Cn1c(=N)n(CC(=O)c2ccc([N+](=O)[O-])cc2)c2ccccc21	1.3
CCCCC(=O)N1C/C=C\C(c2ccc(OC)cc2)N(Cc2ccc(F)cc2)C(=O)C1 (configuration not stated)	1.4
CCc1cccc(OCCOC(=O)CNS(=O)(=O)c2ccc(NC(C)=O)cc2)c1	3.6
Cn1nc(-c2ccccc2)c2cc([N+](=O)[O-])ccc21	2.4
O=C(CSc1nnnn1-c1ccccc1)Nc1nc(-c2ccccc2)ns1	-4.4

In the list so far, 3 contain a CF3 group.
SMILES	TTR transcr act
O=C(NNS(=O)(=O)c1ccccc1C(F)(F)F)c1cc2ncc(C(F)(F)F)cc2s1	0.7
Cn1c(=O)cc(OCC(=O)N2CCN(c3cccc(C(F)(F)F)c3)CC2)c2ccccc21	-2.2
CCOC(=O)C(NC(=O)c1ccc(F)cc1)(Nc1sc2c(c1C(N)=O)CCC2)C(F)(F)F (configuration not stated)	9.6

Continued.
SMILES	TTR transcr act
Cc1cccc2c(=O)n3c(nc12)CCCCC3	-0.8
COc1cccc(C(c2c(N)n(C)c(=O)n(C)c2=O)C(C)[N+](=O)[O-])c1 (configuration not stated)	-1.4
OC(c1ccccc1)(c1ccccc1)C1CCN(C(=S)NC2CCCC2)CC1	-2.4
CCOC(=O)c1c(C)oc2cc(Br)c(OC(C)C(=O)OCC)cc12 (configuration not stated)	-0.2
COC(=O)CSc1nc(-c2ccccc2)nc2ccccc12	-2.3
COc1ccc(C(C)=O)c(Oc2nc(CN3CCOCC3)nc3scc(-c4cccs4)c23)c1	-2.3
